Assay outcomes as filed in PubChem.
HT1080-NT tox: kills 2HG-producing HT-1080-NT fibrosarcoma cells | actives 1.6% (n = 360,000) | AID 686970 | HT-1080-NT fibrosarcoma viability, CellTiter-Glo ATP luminescence, 48 h | Potency, µM (titrated, usually from 46.1 µM), for inactives: top-dose activity, negative = less viability, hits mostly cytotoxic;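 also: NT is the 2HG producing partner of a matched IDH1 knockdown line; potency is read from the fitted curve at half-maximal effect; 0% = DMSO-treated cells and -100% = media-only wells without cells; nearly all actives have a fitted effect of over 55% in size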
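Viability of the 2HG-overproducing fibrosarcoma line after 48 hours of compound exposure at 37 degrees C was determined by luminescence with CellTiter-Glo, and concentration-effect curves were then fitted and categorized.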
IL-1B inflam inh: inflammasome signaling inhibition, IL-1 beta readout | THP-1 LPS/ATP IL-1B secretion, AlphaLISA, 16 h; active compounds read low | activity change, % at 57.5 µM | actives 4.7% (n = 360,000) | AID 743279; in the data active = activity change below about -50%; inconclusive = mostly about -30% to -49%; also: % is scaled to controls: 0 for no effect and ±100 for the full control effect
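Secreted IL-1B measured by AlphaLISA bead assay after 16 h compound exposure of THP-1 cells; compounds (final up to 57.5 uM) added 1 h before LPS (250 ng/mL) and ATP (1.25 mM) stimulation; lower signal means less secretion.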
SW480 rereplic: DNA re-replication induction in SW480 cells; Potency, µM (titrated, usually from 46.1 µM), for inactives: at the highest dose re-replication activation, actives largely listed as activators; SW480 DNA re-replication, Hoechst DNA content imaging, 48 h; AID 624297; actives 1.8% (n = 340,000); also: potency is read from the fitted curve at half-maximal effect; % of control where 0% means no effect; nearly all actives have a fitted effect of over 55% in size
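First, 250 cells per well were seeded. Next, compound or vehicle (23 nL) was pinned in, plates sat 48 hr at 37 C. Finally Hoechst was added for 40 min before fluorescence scanning.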
S2 tox: reduces viability in counter-screen for ATXN expression inhibitors | S2 cells (HEK-293 line with an ATXN2-luciferase reporter) viability, CellTiter-Fluor protease fluorescence, 24 h | Potency, µM (top dose mostly 56.7 µM), usual class: cytotoxic | actives 0.49% (n = 400,000); also: potency is read from the fitted curve at half-maximal effect; nearly all actives have a fitted effect of over 40% in size
ATXN2 expr inh: ATXN2 expression inhibition | AID 1745845 | actives 0.72% (n = 360,000) | HEK-293 ATXN2-luciferase reporter, luminescence, 24 h | Potency, µM (top dose mostly 57 µM), for the others: at the top dose activity change, negative = inhibition, hits mostly inhibitors; also: potency is read from the fitted curve at half-maximal effect; % is scaled to controls: 0 for no effect and ±100 for the full control effect; nearly all actives have a fitted effect of over 55% in size
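ATXN2-luciferase reporter cells (luciferase flanked by upstream and downstream ATXN2 gene portions) were treated 24 h at 37 °C with compounds at up to 57 uM. SteadyGlo luminescence gave expression; GF-AFC fluorescence gave viability.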
MCF10A rereplic: DNA re-replication induction in MCF 10a cells; actives 2.9% (n = 350,000); MCF 10A DNA re-replication, Hoechst nuclear intensity, 48 h; AID 624296; Potency, µM (top dose mostly 46.1 µM), inactives show at the highest dose activity, positive = re-replication, most hits filed as activators; also: potency is read from the fitted curve at half-maximal effect; % of control where 0% means no effect; nearly all actives have a fitted effect of over 50% in size
HepG2 viability: HepG2 cytotoxicity, counter-screen for TGF-b inhibitors; actives 0.76% (n = 410,000); AID 588856; HepG2 CAGA-GFP viability, ATP luminescence, 18 h; Potency, µM (doses to about 46.1 µM), for the others: top-dose activity change, negative = cytotoxicity, hits mostly cytotoxic; also: potency is read from the fitted curve at half-maximal effect; some results filed as inactive show a strong effect at the top dose
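HepG2 CAGA-GFP cells (1000/well, DMEM with 1% FBS) received compound, then TGF-beta at 500 pg/mL final, and were incubated 18 hours at 37 degrees C. Viability was read by CellTiter-Glo luminescence. Media-only wells were set as complete cell-killing and DMSO as no toxicity.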
KB-3-1 cytotox: KB-3-1 parental cell cytotoxicity | actives 1.4% (n = 400,000) | KB-3-1 viability, CellTiter-Glo ATP luminescence, 72 h | Potency, µM (highest dose often 46.1 µM), without a hit: at the top dose activity change, negative = cytotoxic, hits mostly cytotoxic | AID 1347075; also: potency is read from the fitted curve at half-maximal effect; % is scaled to controls: 0 for no effect and ±100 for the full control effect; nearly all actives have a fitted effect of over 60% in size
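Cells are dispensed, compounds pinned in, plates held at 37 °C for 72 h, then CellTiter-Glo is added and luminescence read after 10 minutes. Cell line: parental KB-3-1 in phenol-red-free DMEM, 10% FBS.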
HT1080 IDH1KD tx: toxicity to HT-1080 IDH1 knockdown cells (counter line); HT-1080 IDH1 knockdown viability, ATP luminescence, 48 h; AID 686971; Potency, µM (titrated, usually from 46.1 µM), without a hit: at the top dose activity, negative = toxicity, usual class: cytotoxic; actives 2% (n = 360,000);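 also: potency is read from the fitted curve at half-maximal effect; 0% = DMSO wells and -100% = cell-free medium wells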
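Cytotoxicity counter-line: IDH1KD HT-1080, 48 h, CellTiter-Glo. Curves classed by r2, magnitude and activity.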
Active calls of the source: *; i = inactive; u = inconclusive; x = no result given; [ ] = remark or other dose. Unless noted, calls follow the shape of the dose curve; as a rule, active = well fitted curve in the direction sought with a large enough effect; inconclusive = small, poorly fitted or top-dose-only effect, or another doubt; inactive = no such curve, though single readings can be large; an effect the other way counts as inactive or inconclusive.

1: COc1ccc(N/C=C(\C#N)c2nc3ccccc3n2C)c(OC)c1
2: CCC(C)NC(=O)C1CCN(S(=O)(=O)c2cccc3nonc23)CC1 (stereo unspecified)
3: CC(=O)c1ccc(OCc2cc(C(=O)N3CCOCC3)no2)cc1
4: O=C1c2ccccc2NC(c2ccccc2O)N1O (stereo unspecified)
5: COc1ccccc1C(=O)Nc1ccc2c(c1)C(=O)NC2=O
6: CC(=O)Nc1c(-c2cc(=O)oc3cc(C)ccc23)oc2ccccc12
7: Cc1ccc(S(=O)ONc2cccc(NOS(=O)c3ccc(C)cc3)c2)cc1 (stereo unspecified)
8: CCc1nc2ccccc2c(C(=O)NCc2ccccc2)c1C
9: Cc1ccccc1NC(=O)Cn1c(C)nc2ccc(NC(=O)C3CC3)cc2c1=O
10: CC1CCCC(C)N1Cc1cn2ccccc2n1 (stereo unspecified)

screen / no.	1	2	3	4	5	6	7	8	9	10
HepG2 viability	-4.7%	7.2%	-0.6%	-20.9%	3.7%	-21.7%	-17.5%	-3.8%	2.5%	-4.7%
S2 tox	i	i	i	i	i	u	i	i	i	i
KB-3-1 cytotox	-26.2%	12.0%	-4.5%	2.4%	u	-2.1%	9.4%	-3.0%	5.7%	11.5%
HT1080-NT tox	-11.7%	19.6%	13.1%	-23.5%	3.6%	5.2%	-2.2%	1.5%	2.7%	-3.3%
ATXN2 expr inh	-3.5%	0.9%	42.7%[activator]	-22.8%	16.4%	-0.1%	x	7.0%	6.5%	-9.4%
HT1080 IDH1KD tx	-8.2%	3.8%	3.4%	-14.3%	16.0%	1.2%	-7.5%	14.1%	4.9%[9.24 µM]	-8.1%
SW480 rereplic	17.0%	-45.4%[inhibitor]	u	u	-17.6%	-1.4%	x	-2.4%	-4.6%	-4.8%
IL-1B inflam inh	-9.4	0.6	5.0	54.6	-5.0	-14.8	-18.6	6.5	9.0	-12.1
MCF10A rereplic	u	-6.2%	-1.7%	-1.2%	-0.3%	-2.9%	x	1.3%	u	19.6%

11: CCCC(=O)Nc1nn(CC(C)C)c2nc3cc(C)ccc3cc12
12: CCOC(=O)c1ccc(NC(=O)CN2CCN(C(=O)c3ccco3)CC2)cc1
13: COc1ccc(S(=O)(=O)n2nc(-c3ccco3)nc2NCc2ccc(C(C)C)cc2)cc1
14: COc1ccc(OC)c(S(=O)(=O)Nc2cccc(C(C)=O)c2)c1
15: O=C(C1CCCN(S(=O)(=O)c2ccc(Br)s2)C1)N1CCN(c2ccccc2F)CC1 (stereo unspecified)
16: COc1ccc(-n2c(SCC(=O)N3CCCCC3)nc3ccccc3c2=O)cc1
17: CCn1c(C2CC(=O)N(c3cc(C)cc(C)c3)C2)nc2ccccc21 (stereo unspecified)
18: CC(=O)NC(CC(=O)Oc1ccc(C)cc1Br)c1ccccc1 (stereo unspecified)
19: COc1ccc(-c2cc(C(=O)N/N=C/c3cc(OC)c(OC)cc3OC)c3ccccc3n2)cc1
20: O=C(c1ncn2c1c(=O)[nH]c1ccccc12)N1CCc2ccccc2C1

screen / no.	11	12	13	14	15	16	17	18	19	20
HepG2 viability	-6.7%	-0.2%	-5.5%	-16.9%	4.9%	-6.5%	-1.5%	-16.0%	6.3%	-2.9%
S2 tox	i	i	u	u	i	u	i	i	i	i
KB-3-1 cytotox	6.6%	14.8%	-24.7%	8.5%	1.3%	9.9%	7.1%	31.4%	-13.5%	-2.2%
HT1080-NT tox	-1.3%	-0.1%	x	0.1%	x	-18.4%	-1.2%	8.6%	-1.8%	2.8%
ATXN2 expr inh	-37.1%	-9.8%	23.7%	7.4%	13.2%	-10.0%	1.8%	3.2%	4.3%	11.8%
HT1080 IDH1KD tx	-9.3%	-0.9%	x	0.0%	x	13.3%	1.8%	9.4%	-21.0%	0.4%
SW480 rereplic	21.2%	9.6%	x	-1.3%	x	1.8%	-5.0%	3.6%	u	x
IL-1B inflam inh	-8.3	0.3	x	18.1	x	6.5	1.4	-5.5	-7.5	1.5
MCF10A rereplic	u	13.2%	x	-7.7%	x	2.0%	9.9%	-1.1%	14.5%	x

21: O=P(c1ccccc1)(c1ccccc1)C1CCCO1 (stereo unspecified)
22: COc1ccc(COC(=O)C2=C(C)NC(=O)NC2c2ccc(O)c(OC)c2)cc1 (stereo unspecified)
23: O=C(Nc1ccccc1)C1CC(=O)n2c(nc3ccccc32)N1 (stereo unspecified)
24: CC1=C(C(=O)OC2CCCCC2)C(c2cccnc2)n2nnnc2N1 (stereo unspecified)
25: COc1cc(C(c2nnnn2C2CCCC2)N2CCN(C(=O)c3ccco3)CC2)cc(OC)c1OC (stereo unspecified)
26: Cc1[nH]c2ccccc2c1C(=O)C(=O)N1CCN(c2cccc(Cl)c2)CC1
27: O=C(Oc1ccc([N+](=O)[O-])cc1)c1cc(-c2ccccc2)nc2ccccc12
28: Cc1ccc(SCc2[nH]nc3c2C2(CCSCC2)C(C#N)=C(N)O3)cc1
29: Cc1ccc2scc(N3CCCCC3)c(=O)c2c1
30: CCn1cc(C(=O)O)c(=O)c2cnc(N3CCCC3)nc21

screen / no.	21	22	23	24	25	26	27	28	29	30
HepG2 viability	-21.3%	-1.9%	4.8%	-33.1%	13.1%	-12.4%	-19.0%	-5.8%	-15.4%	x
S2 tox	i	i	i	i	i	u	i	i	i	i[11.3 µM]
KB-3-1 cytotox	0.0%	7.0%	-0.2%	-25.0%	7.5%	u	-11.7%	1.9%	0.0%	x
HT1080-NT tox	-17.2%	0.0%	-1.3%	-2.9%	3.3%	-6.9%	-3.6%	-11.3%	x	x
ATXN2 expr inh	3.7%	5.3%	-9.0%	-18.8%	-4.9%	x	-4.5%	-11.0%	50.9%[activator]	2.0%[11.3 µM]
HT1080 IDH1KD tx	-1.3%	2.5%	-3.4%	-8.2%	2.6%	u	-0.6%[9.24 µM]	u	x	x
SW480 rereplic	19.0%	2.0%	-10.1%	0.9%	-5.3%	u	-4.1%	4.1%	x	-0.8%[20.6 µM]
IL-1B inflam inh	u	-12.1	-5.0	-10.5	-2.2	43.4	15.1	-7.2	x	x
MCF10A rereplic	2.4%	4.1%	-4.2%	2.4%	-2.1%	20.6µM*	u	0.6%	x	-3.1%[20.6 µM]

31: CC1=NN(c2ccccc2)C(=O)/C1=C/C=C/C=C/N(C)C
32: O=C(COC(=O)c1cc(Br)ccc1O)NNC(=O)c1ccc(Cl)cc1
33: CCn1c(=O)cc(SCC(=O)NCCc2cccc(C)c2)c2ccccc21
34: CC1CCN(c2nn3c(=O)c(C(=O)NCCCOC(C)C)cnc3s2)CC1
35: CCOC(=O)N1CCN(c2c(-c3ccc(C(C)C)cc3)c(=O)c2=O)CC1
36: Cc1nn(-c2ccccc2)c2c1C(c1ccco1)C(C#N)=C(N)O2 (stereo unspecified)
37: Cc1nn(C(C)(C)C)c(NC(=O)c2ccccc2)c1C#N
38: CCOC(=O)C1=C(C)NC(=O)CC1c1cc2c(cc1[N+](=O)[O-])OCO2 (stereo unspecified)
39: CCS(=O)(=O)N1CCC(NC(=O)c2ccco2)CC1
40: COC(=O)c1nnn(-c2cccc(Cl)c2)c1C(=O)OC

screen / no.	31	32	33	34	35	36	37	38	39	40
HepG2 viability	-6.2%	-4.1%	-28.9%	-61.7%	-1.5%	-3.5%	-3.8%	-13.0%	4.1%	-3.3%
S2 tox	14.1µM*	i	i	i	i	i	u	i	i	i
KB-3-1 cytotox	u	13.2%	1.9%	-2.1%	11.9%	u	1.1%	-1.5%	-22.2%	10.5%
HT1080-NT tox	-11.4%	1.3%	x	x	-5.4%	-5.8%	9.4%	1.2%	20.5%	9.3%
ATXN2 expr inh	u	-15.4%	-3.8%	-26.9%	12.5%	0.1%	x	-9.0%	-2.9%	3.3%
HT1080 IDH1KD tx	u	0.8%	x	x	0.2%	-5.8%	3.4%	-0.5%	21.3%	6.2%
SW480 rereplic	-4.7%	-5.6%	x	x	1.4%	-4.2%	10.4%	-11.4%	3.1%	-10.6%
IL-1B inflam inh	19.5	9.5	x	x	-19.3	-10.9	10.1	32.4	9.6	45.7
MCF10A rereplic	1.9%	-0.2%	x	x	6.2%	0.5%	-3.9%	u	-4.1%	2.5%

41: COC(=O)C1CCN(CC(=O)Nc2ccccc2Sc2ccccc2)CC1
42: O=C(Nc1ccc(Br)cc1F)c1sccc1-n1cccc1
43: CCC(=O)Nc1ccc(NC(=O)CSc2nnc(-c3ccco3)n2CC)cc1
44: CCOc1cc(C(=O)Nc2cc(C)ccc2OC)ccc1OCC(=O)N1CCCCC1
45: Oc1ccccc1-c1ccn[nH]1

screen / no.	41	42	43	44	45
HepG2 viability	-3.5%	-0.3%	-1.4%	-0.8%	1.8%
S2 tox	i	i	i	i	u
KB-3-1 cytotox	0.2%	-0.7%	19.9%	-16.8%	15.6%
HT1080-NT tox	5.6%	-1.0%	10.6%	7.9%	15.7%
ATXN2 expr inh	-2.1%	3.6%	-12.3%	-32.5%	1.7%
HT1080 IDH1KD tx	10.6%	u	1.8%	-1.1%	7.8%
SW480 rereplic	-8.3%	-0.2%	-2.7%	-147.0%[inhibitor]	-5.2%
IL-1B inflam inh	16.5	10.2	7.1	u	-3.2
MCF10A rereplic	5.2%	-8.2%	1.1%	-35.5%[inhibitor]	-12.8%

Part of the list above, bar-delimited:
item | mol | HepG2 viability | S2 tox | KB-3-1 cytotox | HT1080-NT tox | ATXN2 expr inh | HT1080 IDH1KD tx | SW480 rereplic | IL-1B inflam inh | MCF10A rereplic
30 | CCn1cc(C(=O)O)c(=O)c2cnc(N3CCCC3)nc21 | x | i[11.3 µM] | x | x | 2.0%[11.3 µM] | x | -0.8%[20.6 µM] | x | -3.1%[20.6 µM]
31 | CC1=NN(c2ccccc2)C(=O)/C1=C/C=C/C=C/N(C)C | -6.2% | 14.1µM* | u | -11.4% | u | u | -4.7% | 19.5 | 1.9%
32 | O=C(COC(=O)c1cc(Br)ccc1O)NNC(=O)c1ccc(Cl)cc1 | -4.1% | i | 13.2% | 1.3% | -15.4% | 0.8% | -5.6% | 9.5 | -0.2%
